# Compound activity as filed in PubChem BioAssay.
# EPAC1 agonist: agonists of human EPAC1. Potency, µM (titrated, usually from 154 µM), inactives show at the top dose activation, most hits filed as activators. 360,000 compounds, 0.073% hits. EPAC1 agonist qHTS, biochemical assay; response scale: 100% = response to 6.5 mM cAMP. O95398. AID 720707; note: potency is the fitted concentration of half-maximal effect; nearly all actives have a fitted effect of over 60% in size
#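 Normalized to 6.5 mM cAMP, activity reflects EPAC1-catalysed release of BODIPY-GDP from Rap1B, followed kinetically over 30 min at 480 nm excitation, 540 nm emission. Reaction contained 100 nM EPAC1, 250 nM Rap1B-BODIPY-GDP, 50 uM GDP.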
# WRN inhibitor: WRN helicase (human) inhibition; Potency, µM (highest dose often 114 µM), without a hit: at the highest dose activity change, negative = inhibition, hits mostly inhibitors; WRN helicase unwinding, fluorescent forked duplex, kinetic; Q14191; 360,000 compounds, 0.46% hits; AID 651768; note: potency is the fitted concentration of half-maximal effect; % is set by controls: 0 for no effect and ±100 for the full control effect; nearly all actives have a fitted effect of over 55% in size
#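 Fluorescence dequenching readout, ex 525 nm/em 598 nm, kinetic mode: forked duplex DNA (100 nM final) with adjacent fluorophore and quencher unwound by WRN (20 nM final) with 2 mM ATP. Compound preincubation 15 min, room temperature.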
# CCT modulator: changes cytosolic chaperonin activity; purified chaperonin ATPase assay, HTRF ADP detection, 30 min; activity change, % (no concentration beside the values), hits read low; 360,000 compounds, 0.3% hits; AID 651819; in the data active = activity change below about -30%; note: % is set by controls: 0 for no effect and ±100 for the full control effect
#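 TRiC (40 or 20 nM final, by batch activity) in 30 mM Tris pH 7.4, 100 mM KCl, 5 mM MgCl2, 1 mM DTT was treated with compound at 76 uM single dose, then 10 uM ATP, 30 min at 37 °C. ADP was read by HTRF Transcreener.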
# MmCpn inh: M. maripaludis TRiC chaperonin inhibition; 330,000 compounds, 0.031% hits; Potency, µM (series often up to 76.9 µM), inactives show at the top dose activity, negative = inhibition, actives largely listed as inhibitors; AID 504842; purified Mm-Cpn ATPase, ADP Transcreener TR-FRET; note: potency is the fitted concentration of half-maximal effect; % is set by controls: 0 for no effect and ±100 for the full control effect; nearly all actives have a fitted effect of over 80% in size
#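 Purified archaeal chaperonin (25 nM final) was preincubated with compound for 10 min at 37°C, then ATP (10 uM final) was added for 30 min at 37°C in Tris pH 7.4/KCl/MgCl2/DTT buffer. ADP was quantified by HTRF Transcreener TR-FRET.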
# PLK1 PBD block: PLK1 (human) polo-box domain binding inhibition; Plk1 PBD binding of FITC phosphopeptide, fluorescence polarization; Potency, µM, without a hit: max response, negative = inhibition, actives largely listed as inhibitors; AID 720504; 360,000 compounds, 2.8% hits; note: potency is the fitted concentration of half-maximal effect; series mostly up to about 57 µM; % is set by controls: 0 for no effect and ±100 for the full control effect; nearly all actives have a fitted effect of over 65% in size
# Target sequence (P53350 whole entry, looked up, the tested form may be a part): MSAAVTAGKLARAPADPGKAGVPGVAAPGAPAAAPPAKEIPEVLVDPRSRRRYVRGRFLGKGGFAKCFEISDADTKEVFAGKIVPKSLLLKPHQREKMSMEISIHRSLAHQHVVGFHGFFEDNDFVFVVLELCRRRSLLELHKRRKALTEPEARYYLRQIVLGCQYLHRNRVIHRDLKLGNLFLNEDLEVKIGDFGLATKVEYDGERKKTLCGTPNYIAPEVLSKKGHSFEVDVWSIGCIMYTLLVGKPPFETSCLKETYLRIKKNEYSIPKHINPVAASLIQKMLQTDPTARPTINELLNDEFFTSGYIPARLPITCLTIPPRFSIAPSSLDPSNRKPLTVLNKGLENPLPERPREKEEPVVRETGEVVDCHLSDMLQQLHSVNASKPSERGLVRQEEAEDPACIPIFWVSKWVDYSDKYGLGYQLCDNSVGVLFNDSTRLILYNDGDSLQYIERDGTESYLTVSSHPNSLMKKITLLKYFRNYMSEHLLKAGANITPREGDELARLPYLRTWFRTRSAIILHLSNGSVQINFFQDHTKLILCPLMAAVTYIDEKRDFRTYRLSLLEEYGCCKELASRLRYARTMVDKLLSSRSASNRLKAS
# EPAC1 antagonist: EPAC1 (human) antagonism | O95398 | EPAC1 GEF assay, Rap1b-BODIPY-GDP exchange fluorescence | Potency, µM (series often up to 115 µM), for the others: at the highest dose activity change, negative = inhibition, actives largely listed as inhibitors | 360,000 compounds, 0.14% hits | AID 720709;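 note: potency is the fitted concentration of half-maximal effect; plate controls were vehicle for no effect and positive control for full effect; nearly all actives have a fitted effect of over 50% in size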
# PI5P4Ka inh: PI5P4K alpha (human) kinase inhibition | P48426 | PI5P4Kalpha enzyme, ADP-Glo luminescence, 60 min; hits give low values | max response, % | 330,000 compounds, 1.2% hits | AID 652105; active = max response of -50% or lower; inconclusive = between -30% and -50%; inactive = -30% or higher; note: value at the top dose of about 77 µM; % is set by controls: 0 for no effect and ±100 for the full control effect
# Target sequence (P48426 whole entry, looked up): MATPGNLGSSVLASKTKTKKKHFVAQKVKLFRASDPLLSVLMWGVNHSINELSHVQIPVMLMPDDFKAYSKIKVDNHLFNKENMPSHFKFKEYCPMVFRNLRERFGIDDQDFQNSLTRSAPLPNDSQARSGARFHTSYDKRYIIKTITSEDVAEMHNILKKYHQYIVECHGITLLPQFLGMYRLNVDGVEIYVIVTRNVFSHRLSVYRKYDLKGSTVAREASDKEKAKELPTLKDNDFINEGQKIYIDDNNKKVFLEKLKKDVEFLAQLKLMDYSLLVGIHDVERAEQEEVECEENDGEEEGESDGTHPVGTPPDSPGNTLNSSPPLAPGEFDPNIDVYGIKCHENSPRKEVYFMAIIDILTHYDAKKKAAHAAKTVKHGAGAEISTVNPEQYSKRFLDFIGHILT
#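 Reactions run in 0.038 M HEPES pH 7.4, 0.28 mM EGTA, 0.1% CHAPS and 5% DMSO, with PI5P4Kalpha, substrate, compound and 5 microM ATP final, one hour at room temperature. Readout is ADP-Glo luminescence.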
# EPAC2 antagonist: blocks human EPAC2 exchange factor; Q8WZA2; EPAC2 GEF exchange of Rap1B-BODIPY-GDP, fluorescence; Potency, µM (series often up to 114 µM), without a hit: top-dose activity, negative = inhibition, most hits filed as inhibitors; 360,000 compounds, 0.18% hits; AID 720708; note: potency is the fitted concentration of half-maximal effect; % is set by controls: 0 for no effect and ±100 for the full control effect; nearly all actives have a fitted effect of over 45% in size; many of its hits are not listed in these tables
# Active calls of the source: *; ? = inconclusive; nt = no result given; [ ] = another dose, or the depositor's remark. Unless noted, calls come from the whole dose curve; as a rule, active = well fitted curve in the direction sought with a large enough effect; inconclusive = small, poorly fitted or top-dose-only effect, or another doubt; inactive = no such curve, though single readings can be large; an effect the other way counts as inactive or inconclusive. Some of the compounds tested. The share of hits here may be higher or lower than overall.
SMILES,EPAC1 agonist,WRN inhibitor,CCT modulator,MmCpn inh,PLK1 PBD block,EPAC1 antagonist,PI5P4Ka inh,EPAC2 antagonist
CC(Sc1nnnn1C)C(=O)Nc1ncc(Cl)cc1Cl (stereo not given),10%,4%,-0.7,-1%,-6%,-13%,2,2%
CCN(CC)c1ccc(NC(=O)Nc2cccc3ccccc23)cc1,-5%,1%,0.6,-1%,1%,-4%,4,-3%
CC1(C(=O)NS(=O)(=O)c2cccc(F)c2)CCN1C(=O)CC1CCCCC1 (stereo not given),6%,-2%,0.0,nt,-8%,-6%,2,-14%
CC(=O)c1ccc(S(=O)(=O)N2Cc3ccccc3CC2C(=O)O)cc1 (stereo not given),-4%,?,-3.5,2%,?,10%,0,1%
N#CCOC(=O)C1CSC2(c3ccc(Br)cc3)CCC(=O)N12 (stereo not given),7%,-1%,-0.7,2%,2%,-5%,-3,-9%
Cn1c(SCC(=O)Nc2ncc(C(F)(F)F)cc2Cl)nnc1-c1ccc(Cl)cc1,-5%,-1%,-0.4,2%,-11%,15%,2,25%
O=C(COc1ccccc1Cl)Nc1ccc(C(=O)c2ccc(C(=O)O)cc2)cc1,-47%[inhibitor],-16%,-8.3,-2%,-20%,?,-71*,-9%
Nc1ccc(NC(=O)Nc2ccc(N)cc2)cc1,11%,3%,-0.2,2%,4%,-15%,-20,14%
Cc1cccc(CN2CCN(C(C)C(=O)NC(C)c3ccccc3)CC2)c1 (stereo not given),3%,-28%,-0.6,-3%,5%,-6%,-2,-15%
O=C(NNC(=O)c1cccs1)c1ccc(Cl)nc1,-28%,-13%,0.1,-1%,-3%,-21%,-7,-1%
O=C(COc1cccc(F)c1)N[C@@H](Cc1ccccc1)c1nc2ccccc2[nH]1,-9%,14%,0.0,1%,-9%,-14%,-6,11%
COc1ccccc1-c1nc(C(N)=O)c2[nH]c(=O)n(-c3cccc(C)c3)c2n1,14%,2%,-0.6,-1%,-6%,-8%,-14,-5%
O=C(c1ccc([N+](=O)[O-])cc1)N(C1=NCCCCS1)c1ccccc1,5%,12%,-1.6,0%,-8%,-3%,2,5%
COc1ccc2oc(=O)c(/C(C)=N/Nc3nc(-c4cc(C)ccc4C)cs3)cc2c1,-9%,-9%,1.1,-2%,?,1%,-11,8%
CC1Cc2ccccc2N1C(=O)CSc1nnc2c(n1)[nH]c1ccccc12 (stereo not given),4%,-24%,-1.3,-1%,-9%,4%,0,12%
O=C(CCCC(=O)N(CC(=O)NC1CCCCC1)c1ccc(F)cc1)Nc1ccccn1,-1%,-8%,-0.3,2%,-7%,-9%,3,-3%
CC(=NNc1ccc2ccccc2n1)c1ccccc1O,-4%,2%,-1.9,nt,5%,-6%,11,1%
O=C(O)c1cccnc1SC1CC(=O)N(c2cccc(C(F)(F)F)c2)C1=O (stereo not given),8%,-6%,-0.7,-2%,-10%,-4%,2,1%
O=C(NCc1ccc2c(c1)OCO2)C(C(=O)c1ccccc1)n1cc(Cl)ccc1=O (stereo not given),1%,5%,-1.4,1%,-2%,-2%,1,14%
COCCn1c(=S)[nH]c2cc(C(=O)N3CCc4ccccc4C3)ccc2c1=O,-11%,2%,1.6,1%,?,-20%,-14,-1%
Cc1ccccc1-c1nc(CS(=O)CC(=O)NCCCN(C)c2ccccc2)c(C)o1 (stereo not given),6%,0%,-4.0,0%,-10%,-2%,nt,-6%
CN(C)CCCn1c(SCC(=O)Nc2nccs2)nnc1-c1ccncc1,-6%,-18%,1.8,-1%,-12%,-24%,2,-10%
CCOC(=O)CSc1nc2cc(S(=O)(=O)Nc3ccccc3OC)ccc2o1,8%,3%,0.0,1%,-6%,-3%,nt,-5%
O=C(COC(=O)c1ccco1)NCCc1ccc(Cl)cc1,-12%,2%,0.3,1%,2%,-11%,1,8%
CC(C)C(=O)NC(c1ccc(N(C)C)cc1)c1c(O)ccc2ccccc12 (stereo not given),-6%,-3%,1.0,-1%,-1%,-13%,2,8%

# (continued)
SMILES,EPAC1 agonist,WRN inhibitor,CCT modulator,MmCpn inh,PLK1 PBD block,EPAC1 antagonist,PI5P4Ka inh,EPAC2 antagonist
COc1ccc(C2=NOC(C(=O)Nc3cccnc3Cl)C2)cc1 (stereo not given),5%,3%,-1.9,1%,-11%,-4%,1,-6%[57.1 µM]
CCCC(=O)N(CCc1ccccc1)Cc1nc2ccccc2c(=O)[nH]1,5%,9%,-1.6,-2%,-3%,4%,2,-3%
CCOc1ccc(N(CC(=O)NCCSCc2ccco2)S(=O)(=O)c2ccc(C)cc2)cc1,9%,5%,1.2,1%,-3%,-24%,0,-13%
NC(=O)c1cccc(N=Cc2cc(Cl)cc(Cl)c2O)c1,9%,-13%,3.1,1%,-15%,2%,-9,-26%
Cc1cc(C)nc(SCc2cn3ccccc3n2)n1,6%,-4%,-0.6,3%,-3%,2%,4,1%
CN(C)CC(C)(C)CNS(=O)(=O)CC12CCC(CC1=O)C2(C)C (stereo not given),5%,-9%,0.4,-1%,0%,1%,-2,2%
COc1ccc(CCN2CC(C(=O)NCCc3ccc(C)cc3)CC2=O)cc1OC (stereo not given),3%,-28%,-0.5,-3%,-10%,-12%,-15,-2%
Cc1ccc(-n2ncc3c2CC(C)(C)CC3NC(=O)CCc2cnn(C)c2)cc1 (stereo not given),-8%,1%,0.0,1%,4%,-2%,0,-1%
Cc1nn(-c2ccccc2)c(NC(=O)c2cccs2)c(-c2ccc(Cl)cc2)c1=O,7%,-8%,1.8,-3%,-3%,6%,-25,-3%
COc1ccc(CC(=O)NC(CC(=O)O)c2cccc([N+](=O)[O-])c2)cc1 (stereo not given),-5%,-2%,0.3,1%,-16%,-1%,1,8%
N=c1n(CCN2CCCCC2)c2ccccc2n1CC(O)c1cccc(Br)c1 (stereo not given),0%,-4%,-1.0,0%,-7%,8%,-3,12%
O=C(NC1CCCCC1)C(c1ccco1)N(C(=O)c1csnn1)c1cccc(F)c1 (stereo not given),-15%,-3%[57.1 µM],3.1,2%,-15%,3%,-10,3%
Cc1ccc(C(C#N)c2ccc(Cl)nn2)cc1 (stereo not given),10%,0%,-2.3,2%,-16%,6%,-9,-13%
Cc1ccc(CN2CCSCC2)c(C)c1,11%,-8%,1.7,3%,1%,-2%,-4,-9%
COCC(=O)n1nc(-c2ccccc2)nc1NCc1ccc(F)cc1,4%,-4%,-2.2,2%,-1%,-4%,4,0%
CC1=CC(=O)C2(C)C(C)=C(C)C12C (stereo not given),-2%,6%,-0.5,nt,-3%,4%,-3,9%
CCn1c(C)nnc1SCC(=O)Nc1cccc(C(F)(F)F)c1,1%,4%,1.3,-1%,-5%,1%,-3,9%
COc1ccc(OCCCC(=O)OC(C)C(=O)Nc2ccc(S(N)(=O)=O)cc2)cc1 (stereo not given),10%,-2%,-0.8,-1%,-5%,8%,-1,-2%
CC12CCC(=O)N1C(C(=O)Nc1nc3ccc(S(C)(=O)=O)cc3s1)CS2 (stereo not given),2%,0%,0.2,-1%,-3%,-13%,-1,4%
COc1c[nH]n(C2CCCCC2)c(=O)c1=O,2%,-2%,-0.2,0%,-4%,11%,nt,-3%
COC(=O)CCn1nnc(-c2ccc(C(C)C)cc2)n1,2%,4%,-2.2,-1%,-11%,-5%,1,1%
Cc1nn(CCCC(=O)N2CCc3ccccc3C2)c(=O)c2cc3sccc3n12,9%,3%,0.1,-2%,-20%,2%,0,8%
CCOC(=O)c1[nH]c(=S)n(-c2ccccc2)c1C(=O)OCC,-1%,5%,-1.5,nt,-5%,-16%,?,5%
Cc1cc(C)cc(OCC(=O)Nc2ccc3c(c2)OCCO3)c1,4%,-3%,-2.9,1%,-9%,-6%,6,-11%
CCCC/C(=N\NC(=O)c1ccc(Br)o1)c1ccccc1,-5%,1%,-1.6,0%,0%,-5%,2,3%

# Next part.
SMILES,EPAC1 agonist,WRN inhibitor,CCT modulator,MmCpn inh,PLK1 PBD block,EPAC1 antagonist,PI5P4Ka inh,EPAC2 antagonist
CC(Sc1nc2ccccc2s1)C(=O)N(C)Cc1ccccc1 (stereo not given),1%,-4%,-1.8,0%,?,3%,5,?
NC(=O)c1nn(-c2ccccc2)nc1NC(=O)CSc1nnnn1-c1ccc(Cl)cc1,1%,-3%,-0.1,-2%,-16%,-20%,?,5%
CCOC(=O)c1cnc(SC)nc1Sc1cc(Cl)ccc1Cl,-10%,-16%,1.2,-1%,-6%,0%,13,-4%
CN(C)S(=O)(=O)c1c(Cl)cccc1Cl,9%,0%,-2.6,-1%,-2%,-4%,nt,0%
O=C(Cc1ccccc1)NS(=O)(=O)c1ccccc1,5%,8%,0.0,nt,-10%,-5%,-4,3%
COC(=O)c1c(NC(=O)CN2C(=O)NC(CCc3ccccc3)C2=O)sc2c1CCCCC2 (stereo not given),16%,-8%,-0.6,-6%,-6%,-10%,2,-3%
CCOc1ccc(S(=O)(=O)N2CCN(CCNS(=O)(=O)c3ccc(C)cc3)CC2)cc1,3%,-6%,1.3,2%,-1%,-24%,-7,2%
CCCCNC(=S)NNC(=O)c1c(Cl)c(C)nn1C,1%,-2%,1.0,0%,-6%,-15%,1,9%
COc1ccc(CNc2nc3nc(C)c(Cl)c(=O)n3[nH]2)cc1,-6%,0%,-3.1,1%,-10%,-1%,-13,11%
COc1ccc(C2=C/C(=C/c3cccnc3)C(=O)O2)cc1OC,15%,-6%,2.2,?,10%,7%,0,1%
COC(=O)c1cc(C)sc1NC(=O)c1ccco1,9%,2%,-2.1,1%,-18%,19%,3,4%
CCOc1cc(-c2nnc(-c3ccco3)o2)cc(OCC)c1OCC,-8%,-9%,-0.9,1%,4%,0%,nt,0%

# One compound at a time, as listed above. Order of values: EPAC1 agonist, WRN inhibitor, CCT modulator, MmCpn inh, PLK1 PBD block, EPAC1 antagonist, PI5P4Ka inh, EPAC2 antagonist
# Entry for `CCOC(=O)c1cnc(SC)nc1Sc1cc(Cl)ccc1Cl` : -10%, -16%, 1.2, -1%, -6%, 0%, 13, -4%
# Entry for `CCCCNC(=S)NNC(=O)c1c(Cl)c(C)nn1C` : 1%, -2%, 1.0, 0%, -6%, -15%, 1, 9%
# Entry for `COC(=O)c1c(NC(=O)CN2C(=O)NC(CCc3ccccc3)C2=O)sc2c1CCCCC2` (stereo not given) : 16%, -8%, -0.6, -6%, -6%, -10%, 2, -3%
# Entry for `CN(C)S(=O)(=O)c1c(Cl)cccc1Cl` : 9%, 0%, -2.6, -1%, -2%, -4%, nt, 0%
# Entry for `CCOc1ccc(S(=O)(=O)N2CCN(CCNS(=O)(=O)c3ccc(C)cc3)CC2)cc1` : 3%, -6%, 1.3, 2%, -1%, -24%, -7, 2%
